Rac1 act GTP bind: alters GTP binding to activated mutant human Rac1. GST-Rac1 activated beads, fluorescent GTP binding, flow cytometry; actives lie on both sides; 100% means binding = to untreated wells. percent activity (GTP binding), % at 10 µM. 190,000 compounds, 0.11% hits;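 active = GTP binding at least 20 percentage points away from the 100% baseline, in either direction, so actives lie on both sides; inconclusive = Compound likely fluorescent itself, or too few beads counted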
HRas wt GTP bind: human HRas wildtype GTP binding, change in either direction; P01112; GST-Ras wt beads, Bodipy-FL-GTP binding, flow cytometry; actives lie on both sides; GTP binding activity, % at 10 µM; 190,000 compounds, 0.14% hits; AID 759;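 active = GTP binding activity at least 20% away from the 100% baseline, either lowered as inhibitor or raised as activator; inconclusive = flagged as likely green fluorescent, judged across all proteins in the well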;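 note: 0% = unlabeled GTP competition control and 100% = no-compound control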
Bim-Bcl-B: inhibitors of Bim-Bcl-B interaction, human; Q9HD36; bead-based flow cytometry, Bim peptide-Bcl-B binding; inhibition, % at 10 µM; 190,000 compounds, 0.073% hits; AID 951;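 note: 0% = tracer peptide without compound and 100% = reference inhibitor peptide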
Target sequence (Q9HD36 whole entry, looked up): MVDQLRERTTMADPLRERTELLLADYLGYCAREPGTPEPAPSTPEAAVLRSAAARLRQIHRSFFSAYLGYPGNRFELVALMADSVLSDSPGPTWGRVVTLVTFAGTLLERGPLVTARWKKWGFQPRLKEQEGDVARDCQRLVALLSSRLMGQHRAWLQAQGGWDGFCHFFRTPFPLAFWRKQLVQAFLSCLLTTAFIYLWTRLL
Rac1 wt GTP bind: alters GTP binding to wildtype human Rac1; P63000; GST-Rac1 beads, fluorescent GTP binding, flow cytometry; actives lie on both sides; 0 = cold GTP competed, 100 = untreated; GTP binding activity (% of control), % at 10 µM; 190,000 compounds, 0.27% hits;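 active = GTP binding activity at least 20 points away from the 100% control level, either lower or higher; inconclusive = compound flagged as likely green fluorescent, judged across all proteins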
Bim-Bcl-2: disrupts Bim peptide binding to human Bcl-2; P10415; Bead-based flow cytometry, Bim peptide-Bcl-2 binding; inhibition, % at 10 µM; 190,000 compounds, 0.06% hits; AID 950; in the data active = inhibition above about 40%; inconclusive = no clear call, values can overlap the other calls;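 note: 0% = no compound wells with probe peptide and 100% = reference peptide inhibitor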
Target sequence (P10415 whole entry, looked up): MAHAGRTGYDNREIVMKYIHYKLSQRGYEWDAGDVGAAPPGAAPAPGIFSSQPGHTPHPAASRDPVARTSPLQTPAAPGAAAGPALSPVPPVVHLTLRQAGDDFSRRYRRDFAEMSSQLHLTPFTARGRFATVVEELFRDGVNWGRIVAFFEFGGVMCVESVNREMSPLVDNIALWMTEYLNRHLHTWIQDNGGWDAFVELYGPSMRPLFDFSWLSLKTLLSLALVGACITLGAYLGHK
Cdc42 wt GTP: modulators (inhibitors or activators) of GTP binding to human Cdc42 wildtype; percent activity (GTP binding), % at 10 µM; GST-Cdc42 beads, Bodipy-GTP binding, flow cytometry; actives lie on both sides; 190,000 compounds, 0.2% hits;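 active = percent activity GTP binding at least 20 points away from the 100% baseline, either down as inhibitor or up as activator; inconclusive = compound flagged as likely green fluorescent from well-wide comparison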;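 note: median bead fluorescence of bound Bodipy-FL-GTP at 100 nM; 0% = excess unlabeled GTP control and 100% = no compound control; below 100% means less GTP binding so inhibitor and above means activator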
Rab2A wt mod: changes GTP binding to wildtype dog Rab2A, up or down. P61105. GST-Rab2 wt beads, Bodipy-GTP binding, flow cytometry. GTP binding activity, % at 10 µM. 190,000 compounds, 0.19% hits;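 active = GTP binding activity at least 20 points away from 100%, either lowered or raised; inconclusive = signal likely due to the compound's own green fluorescence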;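 note: 0% = beads with excess unlabeled GTP and 100% = no-compound control corrected for plate trend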
Rab7 wt modul: alters GTP binding to wildtype dog Rab7; AID 758; GTP binding activity (percent of control), % at 10 µM; GST-Rab7 beads, fluorescent GTP binding, flow cytometry; actives lie on both sides; untreated = 100%, excess cold GTP = 0%; 190,000 compounds, 0.055% hits;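 active = fluorescent GTP binding to Rab7 beads changed by at least 20 points from the 100% baseline, either direction, mostly lower; inconclusive = compound itself probably fluorescent, or too few beads counted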;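 note: median green fluorescence of bound Bodipy-FL-GTP per Rab7 bead population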
Bim-Bfl-1: human Bim-Bfl-1 interaction inhibition; Q16548; Bead-based flow cytometry, Bim-Bfl-1 binding inhibition; inhibition, % at 10 µM; 190,000 compounds, 0.12% hits; AID 1008;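 note: 0% = wells without compound plus tracer and 100% = blocker peptide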
Bcl-W Bim block: human Bim-Bcl-W interaction inhibition; inhibition, % at 10 µM; bead-based flow cytometry, Bim peptide-Bcl-W binding; Q92843; 190,000 compounds, 0.02% hits;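 note: 0% = bound tracer without compound and 100% = peptide blocker; higher means less fluorescent Bim peptide bound to Bcl-W beads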
Target sequence (Q92843 whole entry, looked up): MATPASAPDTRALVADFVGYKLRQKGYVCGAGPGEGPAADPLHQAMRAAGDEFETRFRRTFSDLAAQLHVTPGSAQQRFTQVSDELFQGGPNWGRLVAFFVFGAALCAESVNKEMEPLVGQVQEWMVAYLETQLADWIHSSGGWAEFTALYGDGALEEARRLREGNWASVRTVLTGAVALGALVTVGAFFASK
Bcl-XL Bim block: human Bim-Bcl-XL interaction inhibition | inhibition, % at 10 µM | Bim peptide-Bcl-XL binding, bead flow cytometry, fluorescence | Q07817 | 190,000 compounds, 0.04% hits
Target sequence (Q07817 whole entry, looked up): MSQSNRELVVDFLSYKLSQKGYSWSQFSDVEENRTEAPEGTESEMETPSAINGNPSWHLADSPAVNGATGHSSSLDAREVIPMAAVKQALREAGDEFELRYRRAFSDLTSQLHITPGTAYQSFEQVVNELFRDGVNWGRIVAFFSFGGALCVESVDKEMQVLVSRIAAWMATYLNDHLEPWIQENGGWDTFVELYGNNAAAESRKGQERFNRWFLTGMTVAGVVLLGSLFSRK
* hit, by the source's call; u = inconclusive; x = not tested or not shown. Cut-off read from the data, not from the text of the source, unless noted: active = inhibition above about 40%. Compounds were not picked by outcome; any-hit rate near 0.62%.

SMILES	Rac1 act GTP bind	HRas wt GTP bind	Bim-Bcl-B	Rac1 wt GTP bind	Bim-Bcl-2	Cdc42 wt GTP	Rab2A wt mod	Rab7 wt modul	Bim-Bfl-1	Bcl-W Bim block	Bcl-XL Bim block
COc1ccc2c(c1)S/C(=C\C(=O)c1ccncc1)N2C	102	102	9	104	4	104	101	104	2	10	0
CCOc1ccccc1N1CCN(C(=O)c2c(-c3ccccc3Cl)noc2C)CC1	100	102	-9	106	-1	105	100	99	-3	-2	-3
O=C1c2ccccc2C(=O)N1CCCc1nc(-c2ccncc2)no1	100	101	-13	107	-13	104	101	99	-19	-5	-13
CN1CCN(C(=S)Nc2ccccc2Cl)CC1	97	99	-11	102	-7	98	98	97	-8	3	4
COc1ccc(OC)c(-n2c(-c3cccc(S(=O)(=O)N(C)C)c3)n[nH]c2=S)c1	97	94	-29	103	0	96	94	93	8	1	-1
O=C(O)c1ccc(NS(=O)(=O)c2ccc3c(c2)C(=O)c2cc(S(=O)(=O)Nc4ccc(C(=O)O)cc4)ccc2-3)cc1	90	96	-6	95	-3	88	89	100	-7	-2	-2
O=C(NC(=Nc1ccccc1)N1CCOCC1)Nc1ccccc1	102	103	-1	103	0	104	102	99	-2	0	0
COC(=O)c1ccc(NC(=S)Nc2ccccn2)cc1	96	102	-7	103	0	100	99	96	0	-5	-7
Cc1nnc(SCCN2CCOCC2)n1C	98	100	-7	105	-6	99	100	106	-3	-6	-1
O=S(=O)(c1ccccc1Cl)N1CCC(O)(c2ccc3c(c2)OCO3)CC1	100	99	-8	104	-10	102	97	98	-13	-1	-1
C=CCNC(=O)NC(=O)COC(=O)COc1ccc(Br)cc1F	96	97	-3	91	-10	99	99	98	-9	0	-4
Cc1cc(C)cc(OCC(=O)NNC(=O)CCN2C(=O)c3ccccc3C2=O)c1	98	97	-3	104	-2	98	99	101	0	0	-3
CCC(=O)Nc1ccc(Nc2nc(C)c([N+](=O)[O-])c(Nc3ccc(NC(=O)CC)cc3)n2)cc1	99	99	-7	102	-10	98	97	98	-16	-6	-7
Cc1ccc(Nc2nnc(SCC(=O)c3cc4ccccc4o3)s2)cc1C	99	97	-19	98	-6	98	95	99	-3	-20	-20
Cc1ccc(CN(Cc2ccco2)S(=O)(=O)c2ccc(S(=O)(=O)NCC3CCCO3)cc2)cc1 (stereo not given)	102	102	-8	104	-7	99	101	103	-17	-3	-5

Rewritten with values under each structure: entries from further up.
Value order: Rac1 act GTP bind | HRas wt GTP bind | Bim-Bcl-B | Rac1 wt GTP bind | Bim-Bcl-2 | Cdc42 wt GTP | Rab2A wt mod | Rab7 wt modul | Bim-Bfl-1 | Bcl-W Bim block | Bcl-XL Bim block
O=C(O)c1ccc(NS(=O)(=O)c2ccc3c(c2)C(=O)c2cc(S(=O)(=O)Nc4ccc(C(=O)O)cc4)ccc2-3)cc1
 : 90 | 96 | -6 | 95 | -3 | 88 | 89 | 100 | -7 | -2 | -2
O=C(NC(=Nc1ccccc1)N1CCOCC1)Nc1ccccc1
 : 102 | 103 | -1 | 103 | 0 | 104 | 102 | 99 | -2 | 0 | 0

Going on with the list.
SMILES	Rac1 act GTP bind	HRas wt GTP bind	Bim-Bcl-B	Rac1 wt GTP bind	Bim-Bcl-2	Cdc42 wt GTP	Rab2A wt mod	Rab7 wt modul	Bim-Bfl-1	Bcl-W Bim block	Bcl-XL Bim block
CN1C(=O)c2ccc(NC(=S)NC(=O)C(C)(C)C)cc2C1=O	98	100	-6	103	-2	103	102	99	-3	-7	-3
OCCC1CN(Cc2ccon2)CCN1Cc1ccc(F)c(F)c1 (stereo not given)	96	99	-3	101	2	98	102	106	-5	7	0
COc1cc(C2c3c(n[nH]c3C)C(=O)N2c2ccc(Br)cc2)ccc1O (stereo not given)	93	95	-7	97	-4	95	94	98	-10	0	1
CC(C)O/C(=N\S(=O)(=O)c1ccc(Cl)cc1)c1ccccc1	103	100	-7	106	-8	106	102	100	-16	0	-7
Cc1ccc(N(C(=O)CCC(=O)Nc2cc(C)on2)C(C(=O)NC2CCCC2)c2ccccc2)cc1 (stereo not given)	94	99	-2	98	1	97	97	105	-4	2	0
CCN(CCCNC(=O)CN1C(=O)COc2ccccc21)c1cccc(C)c1	100	98	-7	100	-10	95	100	96	-8	1	-3
CC1CCN(C(=O)Cn2cc3c(n2)CCCC3)CC1	99	100	-8	109	-11	106	101	96	-10	-6	-11
CC(=O)/C(C(=N)N1CCN(Cc2ccccc2)CC1)=C(\C)O	103	105	-1	107	0	106	103	103	-10	1	1
CCn1c(SCC(=O)N2CCCC2)nnc1-c1ccc(N)cc1	101	102	x	105	u	102	101	102	x	x	x
CCOC(=O)c1c(C)sc2c1N(C(=O)CN(CC)CC)c1cc(Cl)ccc1S2	104	106	-10	114	-18	106	108	104	-16	0	-7
COc1ccc2c(C(=O)CN(C)C3CCCCC3)c[nH]c2c1	108	108	-8	114	-9	107	110	106	-21	-2	-6
CC(=O)c1cccc(NC(=S)NC(=O)c2ccccc2C)c1	97	97	-2	103	-1	99	100	91	1	2	0
NC(=O)C1(N2CCCCC2)CCN(C(=O)CCCn2c(=O)[nH]c3ccsc3c2=O)CC1	103	104	-6	106	-6	104	103	102	-8	0	-2
O=S(=O)(Nc1ccc(-c2nc3cccnc3s2)cc1)c1ccc(Cl)s1	94	98	-6	100	-6	97	98	101	-6	5	-1
Cc1ccccc1CN1CCc2c(OCC(=O)N3CCCCC3)cccc2C1=O	96	100	0	101	1	102	101	105	-3	3	1

5 compounds from above, limited to Rac1 act GTP bind, Bcl-W Bim block and Rab7 wt modul:
canonical_smiles | Rac1 act GTP bind | Bcl-W Bim block | Rab7 wt modul
CCC(=O)Nc1ccc(Nc2nc(C)c([N+](=O)[O-])c(Nc3ccc(NC(=O)CC)cc3)n2)cc1 | 99 | -6 | 98
Cc1ccc(Nc2nnc(SCC(=O)c3cc4ccccc4o3)s2)cc1C | 99 | -20 | 99
Cc1ccc(CN(Cc2ccco2)S(=O)(=O)c2ccc(S(=O)(=O)NCC3CCCO3)cc2)cc1 (stereo not given) | 102 | -3 | 103
CN1C(=O)c2ccc(NC(=S)NC(=O)C(C)(C)C)cc2C1=O | 98 | -7 | 99
OCCC1CN(Cc2ccon2)CCN1Cc1ccc(F)c(F)c1 (stereo not given) | 96 | 7 | 106

(continued)
SMILES	Rac1 act GTP bind	HRas wt GTP bind	Bim-Bcl-B	Rac1 wt GTP bind	Bim-Bcl-2	Cdc42 wt GTP	Rab2A wt mod	Rab7 wt modul	Bim-Bfl-1	Bcl-W Bim block	Bcl-XL Bim block
Cc1nc(CC(=O)c2ccc(O)cc2O)cs1	101	100	-5	110	1	105	99	97	-8	3	-2
COc1cc(/C=C(\C#N)c2nc3ccccc3[nH]2)cc(Br)c1OCc1ccc(F)cc1	100	102	-1	102	-1	101	101	103	-4	1	3
CCc1ccccc1NC(=O)COc1ccc2c(=O)c(Oc3cc(C)ccc3C)coc2c1	96	100	-4	98	-3	94	93	98	0	-2	-2
Cc1ccc2nc(NCc3ccccc3)[nH]c2c1	95	99	-6	95	-4	98	98	98	-4	-2	0
N#CC1=C(N)NC(SCC(=O)Nc2ccccc2)=C(C#N)C12CCCC2	96	103	3	96	-2	101	103	102	1	0	-2
CC(C1CC1)N(C(=O)c1ccccc1[N+](=O)[O-])c1ccccc1 (stereo not given)	93	95	-1	97	0	97	98	97	-3	0	0
O=C(CN(Cc1ccccc1Cl)C(=O)c1ccc(CN2CCOCC2)o1)NCc1ccccc1	98	103	2	102	1	103	103	107	0	0	0
Cc1cccc(C(=O)N2c3ccccc3C(=O)OC2c2ccc3c(c2)OCO3)c1 (stereo not given)	104	105	0	113	3	107	100	100	0	1	0
CCNC(=O)NC(=O)C(C)OC(=O)C1CCN(S(=O)(=O)c2ccccc2C(=O)OC)CC1 (stereo not given)	97	99	-1	100	0	104	101	107	-4	0	1
O=C(Nc1cc(Cl)cc(Cl)c1)c1cccc(OC(F)F)c1	96	100	-10	100	-13	101	99	100	-15	0	-2
Cc1ccc(NC(=O)/C=C/c2ccc(Cl)cc2)nc1	95	94	-3	100	0	99	97	95	-6	0	-1
O=Cc1ccc(-n2nncc2-c2ccc([N+](=O)[O-])cc2)cc1	91	92	0	91	4	95	96	95	3	-2	-1
Cn1c(=O)n(CCC(=O)O)c2ccccc21	96	98	0	95	0	99	96	93	0	-2	1
Cc1ccnc2nc(C(=O)OCCOc3ccccc3)nn12	101	102	0	108	0	103	103	99	1	2	-2
O=C(COC(=O)/C=C/c1cccc(Cl)c1)NCCC1=CCCCC1	u	u	-10	u	-4	u	u	u	-15	-3	-8
CCc1ccc(C2=NN(CCC(=O)NC(C)c3ccc4c(c3)OCCO4)C(=O)CC2)cc1 (stereo not given)	102	103	-6	101	-3	99	103	107	-3	-3	0
O=C(NNC(=O)C1CC1)c1ccc(-c2ccccc2)cc1	98	101	-3	103	-3	100	102	98	-6	1	-3
COCCn1nnnc1C(C(C)C)N1CCN(C(=O)c2ccco2)CC1 (stereo not given)	99	101	-7	103	-10	103	100	98	-11	-1	-4
COc1ccc(CC(=O)Nc2ccc(-c3noc(-c4cc(OC)c(OC)c(OC)c4)n3)cc2)cc1	99	100	-4	105	-9	102	101	99	-16	-1	-2
COc1ccc2cnn(CCOc3ccccc3)c(=O)c2c1OC	95	97	-8	95	-14	97	97	96	-13	-1	-1
Cc1cc2ncn(C(=O)c3c(-c4ccccc4Cl)noc3C)c2cc1C	96	98	-5	103	-9	96	96	98	-15	-4	-6
O=C(CN(c1cccc(C(F)(F)F)c1)S(=O)(=O)c1ccc(Cl)c([N+](=O)[O-])c1)NCc1ccc(F)cc1	96	98	-2	101	-7	96	97	94	0	-3	-3
CN(C)C(=O)c1ccc2c(c1)C1C3CCC(C3)C1C(c1ccccc1)N2 (stereo not given)	101	104	-11	106	-5	97	99	103	-4	-12	-13
Cc1nn(CCC#N)c(NC(=O)c2ccc(Cl)cc2)c1P(=O)(Nc1ccc([N+](=O)[O-])cc1)N1CCOCC1 (stereo not given)	98	103	-11	106	-7	104	103	103	-8	1	-1
O=C1NC(=O)C(CC(=O)N(Cc2ccco2)C2(C(=O)NC3CCCCC3)CCCCC2)N1 (stereo not given)	104	106	-9	107	-3	105	106	104	-3	-3	-4

High-throughput results from PubChem BioAssay.
